mcGAS lum: mouse cGAS inhibition by luminescence; recombinant cGAS, Kinase-Glo ATP depletion luminescence; inhibition, % at 12.5 µM; actives 0.15% (n = 160,000);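 note: 0% = negative control wells and 100% = reference inhibitor with no enzyme activity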
NPYLR7 ag: mosquito NPYLR7 agonism; HEK293T NPYLR7/Galpha15, GCaMP6s calcium fluorescence; activation, % at 10 µM; actives 0.15% (n = 270,000); AID 1259423; in the data active = activation above about 40%;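 note: 0% = vehicle and 100% = reference agonist at the receptor; some compounds past the cut are filed as inactive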
hcGAS lum: inhibitors of human cGAS; Q8N884; recombinant h-cGAS, ATP depletion, Kinase-Glo luminescence; inhibition, % at 12.5 µM; actives 0.081% (n = 290,000);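 note: 0% = vehicle reaction and 100% = reaction without DNA for no activity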
Target sequence (Q8N884 whole entry, looked up): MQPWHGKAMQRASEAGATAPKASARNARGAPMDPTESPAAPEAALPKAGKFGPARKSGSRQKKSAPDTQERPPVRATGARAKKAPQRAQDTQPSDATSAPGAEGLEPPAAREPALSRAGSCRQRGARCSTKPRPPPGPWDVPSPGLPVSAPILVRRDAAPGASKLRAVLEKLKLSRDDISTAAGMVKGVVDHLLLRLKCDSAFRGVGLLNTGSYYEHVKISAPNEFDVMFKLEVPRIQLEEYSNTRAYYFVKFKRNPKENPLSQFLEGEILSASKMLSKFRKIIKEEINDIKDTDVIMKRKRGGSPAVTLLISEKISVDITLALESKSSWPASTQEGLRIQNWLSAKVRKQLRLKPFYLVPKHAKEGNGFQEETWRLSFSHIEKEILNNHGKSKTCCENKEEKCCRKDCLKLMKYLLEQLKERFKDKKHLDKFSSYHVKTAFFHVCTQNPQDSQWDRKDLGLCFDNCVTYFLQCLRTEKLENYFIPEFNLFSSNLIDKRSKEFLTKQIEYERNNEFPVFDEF
Starred values were filed as active, the others as inactive; nt = no result given; & = joins results of further samples. Cut-off read from the data, not from the text of the source, unless noted: active = inhibition above about 40%; inactive = the rest.

SMILES	mcGAS lum	NPYLR7 ag	hcGAS lum
CC(CCc1ccccc1)NC(=O)c1cn[nH]n1 (stereo unspecified)	-8	4	-4
Cc1ccc(C(C)N(C)C(=O)Nc2cc(C(C)C)[nH]n2)cc1 (stereo unspecified)	nt	-4&2	13&-7
COc1ccc(N2CCN(CCn3c(C)c(C)n4c5c(=O)n(C)c(=O)n(C)c5nc34)CC2)cc1	-9	-2	-6
COCC(=O)N(Cc1cc(N)ccc1N(C)C)C1CCCCC1	-6	0	-2
Cc1ccccc1S(=O)(=O)NC(=O)C1(C)CCN1C(=O)CCc1ccccc1 (stereo unspecified)	nt	1	-9
CCOC(=O)CCc1c(C)nc2ncnn2c1N1CCN(S(=O)(=O)c2cc(C)c(Cl)cc2C)CC1	-6	31	-4
COc1ccc(CCC(=O)OCC(=O)Nc2ccon2)cc1OC	nt	9	-5
O=C(Nc1ccccc1Br)N1CCN(c2nc(Cc3ccccc3)nc3sc4c(c23)CCCC4)CC1	-2	-6	-2
O=C(c1cc(C(F)(F)F)cc(C(F)(F)F)c1)N1CCN(c2nc(Cc3ccccc3)ns2)CC1	-4	-4	-4
Fc1ccc(-c2cc3[nH]cnc(=S)c3s2)cc1	nt	5	-2
N#CCSc1nnc(-c2ccc(F)cc2)n1CC1CCCO1 (stereo unspecified)	nt	-1	1
CCC(=O)Nc1c(-c2cc(F)ccc2F)nc2ccccn12	-9	-9	-8
COc1ccc(N=Cc2nc(-c3cccc4ccccc34)oc2O)cc1	nt	-3	-3
Cc1ccc(/C=C2\SC(=S)N(CCC(=O)O)C2=O)cc1	-1	-3	4
O=C1CC2CS(=O)(=O)CC2N1c1ccc(Oc2ccccc2)cc1 (stereo unspecified)	-7	0	-6
CCSc1nnc(-c2ccccc2)c2sc(C)nc12	-4	8	-17
COc1cc(C)c(NC(C)C(=O)c2ccc(NC(C)=O)cc2)cc1OC (stereo unspecified)	nt	-2	2
O=C(Cn1nc(-c2cccs2)c2sc(N3CCCC3)nc2c1=O)OCc1ccccc1	-6	1	-5
Cc1ccc(CN2CCN(Cc3ccc(C)s3)CC2CCO)cc1 (stereo unspecified)	-6	2	-3
Cc1ncc(-c2ccc(C(C)N3CCCCC3)cc2)[nH]1 (stereo unspecified)	nt	5	-2
O=C(c1nn(-c2ccc(Cl)cc2)c(=O)n(Cc2ccccc2F)c1=O)N1CCOCC1	-7	17	-6
COc1ccc(CCNC(=O)c2csc(CSc3nnc(-c4ccncc4)n3-c3ccccc3Cl)n2)cc1OC	-5	-2	-9
CC(=O)c1ccc(NC(=O)N2CCCN(S(C)(=O)=O)CC2)cc1	-16	-4	-4
CCCN1C(=O)NC2NC(=O)N(CCC)C21 (stereo unspecified)	-5	3	0
Cc1ccc(-n2nnnc2NCC2CCN(CC(F)(F)F)C2)cc1 (stereo unspecified)	nt	1	-11

Complete entries, quoted from the list:
Entry for CC(=O)c1ccc(NC(=O)N2CCCN(S(C)(=O)=O)CC2)cc1 → mcGAS lum: -16; NPYLR7 ag: -4; hcGAS lum: -4
Entry for CC(CCc1ccccc1)NC(=O)c1cn[nH]n1 (stereo unspecified) → mcGAS lum: -8; NPYLR7 ag: 4; hcGAS lum: -4
Entry for Cc1ccc(CN2CCN(Cc3ccc(C)s3)CC2CCO)cc1 (stereo unspecified) → mcGAS lum: -6; NPYLR7 ag: 2; hcGAS lum: -3

The list continues.
SMILES	mcGAS lum	NPYLR7 ag	hcGAS lum
COc1ccc(C(N)=O)cc1NCc1cc(-c2ccccc2)no1	nt	-1	4
CCCCn1cc(S(=O)(=O)c2ccc(F)cc2)c(=O)c2cc(CC)ccc21	-5	-6	-5
CCN(C(=O)Nc1c[nH]c2ccccc12)c1ccccc1C	-9	-3	-5
CC(C)Cc1cc(C(=O)NC2CN(C)S(=O)(=O)c3ccsc32)on1 (stereo unspecified)	1	0&2	-11&0
CCOC(=O)[C@H]1C[C@@H]2O[C@H]1[C@H]1CN(Cc3cccc(OC)n3)C[C@H]1[C@@H]2O	-6	2	5
CCOc1ccccc1N1CCN(C(=O)c2cccs2)C(C)C1=O (stereo unspecified)	-4	12	-4
Nc1nc(N2CCN(Cc3ccccc3)CC2)nc(NCc2ccco2)c1[N+](=O)[O-]	nt	7	-2
CC(NC(=O)CCN(C)Cc1cccc(O)c1)c1ccccc1 (stereo unspecified)	2	-5	3
COC(=O)c1ccc(NC(=O)c2cc(=O)c(OC)cn2C)cc1	nt	3	-6
CCc1nc(C)nc(N2CCN(C(=O)C3CC3)CC2)c1Cc1ccccc1F	-6	-2	-4
CCC(C)C(NC(=O)c1ccc([N+](=O)[O-])cc1Cl)C(=O)Nc1nnc(-c2cccc(OC)c2)s1 (stereo unspecified)	-6	14	-5
Cc1ccc(C)c(NC(=O)CSc2ccc3nnc(-c4ccncc4)n3n2)c1	-6	-3	-4
Cc1cnccc1N1CCCN(c2cc(N(C)C)ncn2)CC1	nt	-1	2
Cn1cc(Cn2cnc(-c3ccccc3)c2-c2nc3ccccc3n2C)cn1	nt	-2	-9
CN(C)S(=O)(=O)NCc1nnnn1C1CCCCC1	-6	0	-3
CCOCCCN(CC(=O)N(Cc1cccn1Cc1ccccc1)C1CCCCC1)S(=O)(=O)c1cccc(C(F)(F)F)c1	-4	1	-1
O=C(NC(=S)NC1CCCCC1)c1ccco1	nt	-5	-5
CC1(C(=O)NS(=O)(=O)c2cccc(Cl)c2)CCN1C(=O)Cc1ccsc1 (stereo unspecified)	nt	1	-3
CC(C)C1CN(S(=O)(=O)c2cn(C)cn2)CCCN1CC1CC1 (stereo unspecified)	-13	9	-4
CSc1nc(Cl)cc2nnnn12	nt	-2	-7
C=CCOC1C[C@](OCc2ccccc2)(C(=O)NCCOC)C[C@H]2OC(C)(C)O[C@@H]12 (stereo partly specified)	-3	6	-6
Cc1cccc(N=Nc2c(O)n(Cc3ccc(Br)cc3)c3ccccc23)c1	-5	-1	-3
COc1ccc(C2=Nc3ncnn3C(c3cccc(Oc4ccccc4)c3)C2)cc1 (stereo unspecified)	nt	6	-4
CCOC(=O)CSc1nc2c(c(=O)[nH]1)C1(CCCC1)Cc1ccccc1-2	-2	-9	-1
N#CCOC(=O)C1CCCN1S(=O)(=O)c1ccc(Cl)s1 (stereo unspecified)	nt	9	-8
Oc1c(Cl)c(Cl)c2c(c1Cl)CC(Nc1ccccn1)O2 (stereo unspecified)	nt	-5	14
CS(=O)(=O)c1ccc(C(=O)NNC(=O)C2(c3ccccc3)CC2)cc1	nt	-1	-4
Cc1nc(Cl)cc(Oc2ccccc2OCC(F)(F)F)n1	nt	1	-3
C=CCN=C1NN=C(c2ccc(Cl)cc2)C(C)S1 (stereo unspecified)	nt	3	-5
Nc1sc2c(c1C(=O)c1cccs1)CCCC2	nt	-8	-7
CC(C)c1nccc(CN(C)C(C)c2cccs2)n1 (stereo unspecified)	nt	2	-2
CCOC(=O)c1cnc(-c2ccncc2)nc1NCc1ccncc1	-5	22	-5
CC(C)Cn1c(NC2=NCCC2)cc(=O)n(C)c1=O	nt	3	-7
O=C(C1CCCCC1)N1CCC(n2nc(-c3ccccc3)cc2-c2ccccc2)CC1	-8	nt	-8
Cc1nnc(SCCn2c(N3CCc4ccccc4C3)nc3c2c(=O)n(C)c(=O)n3C)s1	nt	12	-9
Cc1nc(CNC(=O)CCc2c(C)nc(=O)[nH]c2C)cs1	-14	5	0
COc1ccc(C=NC2=NN(c3ccccc3)CC2)cc1	-6	2	-5
CC(=O)N(c1nnc(SC2Cc3ccccc3C2)s1)C1CC1	-18	0	-5
COCCc1noc(C2CCCCN2C(=O)c2ccc(F)c(C)c2)n1 (stereo unspecified)	nt	2	0
COc1ccc(CCC(=O)N2CCC(O)(C(=O)O)CC2)cc1	nt	10	-3
Cc1ccc(CN(Cc2ccc3c(c2)OCO3)C(=O)CN(CCN2CCOCC2)C(=O)Nc2ccc([N+](=O)[O-])cc2)o1	-5	-6	-11
CC(=O)N1CC[C@@]2(C1)[C@@H](O)CN(c1ccccc1)S2(=O)=O	-6	0	7
CCOc1ccccc1NC(=O)N1CCN(c2nc(-c3cccc(F)c3)nc(C)c2Cc2ccccc2)CC1	-3	0	-7
Cc1ccc(NC(=O)C(C)N2C(=O)CSC2c2ccc(C)cc2)cc1 (stereo unspecified)	-5	27	-8
COc1ccccc1OC1CN(C(=O)c2cnn(Cc3ccccc3)c2)C1	nt	0	5
COc1cccc(N2CCN(CC(=O)Nc3sc4c(c3C(N)=O)CCCC4)CC2)c1	nt	-4	-5
Cc1ccc2oc(-c3cc(NC(=O)c4ccc(Cl)cc4Cl)ccc3O)nc2c1	-6	10	-2
CCc1nc2n(n1)C(=O)C(C(c1cccc(F)c1)N1CCN(c3ccc(OC)cc3)CC1)S2 (stereo unspecified)	-6	-3	-3
O=C(Nc1ccc(OCC(F)(F)F)cc1)C1=CN2CCS(=O)(=O)N=C2C=C1	-8	16	-5
CCOCCOC(=O)C1=C(C)NC2=C(C(=O)C(C(=O)OC)C(C)C2)C1c1ccc(C)o1 (stereo unspecified)	nt	-4	-1

Given with two lines to a compound: entries from further up.
Every second line gives: mcGAS lum | NPYLR7 ag | hcGAS lum
> Cc1ccc2oc(-c3cc(NC(=O)c4ccc(Cl)cc4Cl)ccc3O)nc2c1
→ -6 | 10 | -2
> CCc1nc2n(n1)C(=O)C(C(c1cccc(F)c1)N1CCN(c3ccc(OC)cc3)CC1)S2 (stereo unspecified)
→ -6 | -3 | -3

Later entries
SMILES	mcGAS lum	NPYLR7 ag	hcGAS lum
O=C(CN1CCOCC1)NCc1cnn2ccccc12	-15	-3	-6
COCC(O)CN(C)C(=O)/C=C(/C)c1cccc(F)c1 (stereo unspecified)	nt	3	-7
CC1(C(=O)NS(=O)(=O)c2cccc(Cl)c2)CCN1C(=O)CCc1ccc(Cl)cc1Cl (stereo unspecified)	nt	4	-1
O=S(=O)(c1cccs1)N1CCN(CC(OCc2c(F)cccc2F)c2ccc(Cl)cc2)CC1 (stereo unspecified)	-5	nt	-1
COc1ccc(-c2onc(C)c2C(=O)NCc2cnc(C)cn2)cc1	-6	-8	-5
CCn1c(CC2CCNCC2)nn(Cc2coc(C)n2)c1=O	-17	-1	-3
CCc1nc2ccc(C(=O)NCCc3ccccn3)cn2c1N(C)Cc1cc2ccccc2s1	-3	3	-8
CC(C)(C)CC(=O)N1CCC2(CC1)C(=O)N(CC(=O)NCc1ccco1)CN2c1ccccc1	-4	19	-4
COc1cc(-c2ccnc(N3CCN(S(=O)(=O)c4ccc(C#N)cc4)CC3)n2)cc(OC)c1OC	-7	-6	-6
CC1=NC2=C(C(=O)CC(C)(C)C2)C(c2ccc(Cl)cc2)C1C#N (stereo unspecified)	-6	4	-4
CCOC(=O)C1CCN(C(c2cccc(C)c2)C2Sc3nc(C)nn3C2=O)CC1 (stereo unspecified)	-6	0	-8
O=C(O)c1ccc(-c2nccn2C2CCN(Cc3ccccn3)CC2)cc1	nt	18	-5
Cc1c(-c2ccc(Cl)cc2)n[nH]c1C(=O)N1CCC2(CN(C)C(=O)O2)C1 (stereo unspecified)	nt	5	-6
Cc1ccc(N2CCCS2(=O)=O)cc1NC(=O)Cc1ccc(Cl)cc1	nt	-2	-1
CCOc1ccc(-n2nnnc2CNC(=O)Nc2cccs2)cc1	-8	-6	-8
COc1ccccc1N1CCN(S(=O)(=O)c2ccccc2)CC1	-4	-8	0
CC(C)N(CC1CCC(=O)N1)C(=O)c1cn(C)c2ccccc12 (stereo unspecified)	nt	-4	-6
COCCNc1ccc2ncc(-c3ccc(N)cc3)n2n1	nt	2	-7
CC(C)C(NC(=O)c1cnns1)c1ccc(Cl)cc1 (stereo unspecified)	-10	0	-16
CSc1nnc2c(n1)OC(c1cccc(Cl)c1)Nc1ccccc1-2 (stereo unspecified)	-5	0	-10
COCCC(=O)N(C)c1cc(Cl)cc(Cl)c1	nt	10	-7
CCOc1ccccc1NC(=O)N(CC(=O)N(CCc1c[nH]c2ccccc12)Cc1ccc(OC)c(OC)c1)CC(C)C	-5	31	-3
CCC(=O)c1c(CC)nn2c3ccccc3n(CCN3CCOCC3)c12	nt	26	-5
CC(C(=O)O)N1CC2(CCC1=O)CCN(S(=O)(=O)C(C)C)CC2 (stereo unspecified)	-7	nt	-15
Cn1c(C(=O)N2CCCC(Nc3ccc(F)cc3)C2)cc2ccccc21 (stereo unspecified)	-7	2&16	-7&0
Cc1cc(NC2CCN(Cc3ccc(Cl)cc3)CC2)c2ccccc2n1	nt	-5	-7
Nc1nc(SCC(=O)N2CCNC2=O)nc2sc3c(c12)CCCCC3	nt	1	-5
CONC(=O)c1nnn(-c2cccc(C(F)(F)F)c2)c1C1CC1	-16	8	-7
O=C1CCCCC1=CN1CCOCC1	-2	-1	-1
Cc1ccccc1-c1noc(CCC(=O)N(C)Cc2n[nH]c3c2CCC3)n1	nt	1	-2
O=C(CSc1nnc(-c2ccc(Cl)cc2)n1-c1ccccc1)N/N=C\C(Br)=C\c1ccccc1	-3	8	-5
COc1ccc([N+](=O)[O-])cc1NC(=O)c1oc2ccccc2c1C	-6	1	-4
COc1cccc(-c2nc(CN(C)CC3(c4ccccc4)CC3(C)C)c(C)o2)c1OC (stereo unspecified)	-10	6	-6
O=c1c2c3nc4ccccc4nc3n(CCc3ccccc3)c2ncn1C1CCCC1	nt	1	-5

Screens: PubChem, Fisher Drug Discovery Resource Center
